Screening results as filed in PubChem.
BLM helicase inh: blocks DNA unwinding by human BLM helicase; P54132; AID 2528; Potency, µM (top dose mostly 56.1 µM), for the others: at the highest dose activity change, negative = inhibition, actives largely listed as inhibitors; recombinant BLM DNA unwinding, fluorescence dequenching; 350,000 compounds, 0.2% hits;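 further: plate controls were vehicle for no effect and no enzyme for full effect; nearly all actives have a fitted effect of over 35% in size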
G9a block: blocks human histone lysine methyltransferase G9a | Q96KQ7 | G9a H3K9 monomethylation, AlphaScreen, 2 h | Potency, µM (series often up to 102 µM), without a hit: at the top dose activity, negative = inhibition, most hits filed as inhibitors | 350,000 compounds, 8.8% hits | AID 504332; further: on the % scale 0 is the no-effect control and ±100 the full control effect; nearly all actives have a fitted effect of over 75% in size
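G9a (20 nM) was preincubated 15 min with compound, then reacted 2 h at room temperature with 500 nM biotin-H3K9 peptide and 20 µM SAM. Monomethyl-H3K9 detected by AlphaScreen using anti-H3K9me1 antibody.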
Pol kappa inh: blocks human DNA polymerase kappa activity | Q9UBT6 | purified Pol kappa, fluorescent DNA synthesis assay, 10 min | Potency, µM (series often up to 107 µM), for inactives: top-dose activity, negative = inhibition, most hits filed as inhibitors | 400,000 compounds, 0.53% hits; further: on the % scale 0 is the no-effect control and ±100 the full control effect
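Kinetic fluorescence readout at 0 and 10 min followed reaction start with substrate at 50 nM final. Beforehand, enzyme (10 nM Pol kappa) stood 15 min with compound at room temperature; buffer-only wells were negative controls.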
POLH inh: inhibitors of human DNA polymerase eta; Potency, µM (series often up to 114 µM), inactives show at the top dose activity change, negative = inhibition, most hits filed as inhibitors; 390,000 compounds, 1.2% hits; recombinant Pol eta, fluorescent DNA replication assay; Q9Y253; AID 588591; further: on the % scale 0 is the no-effect control and ±100 the full control effect
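Pol eta at 10 nM preincubated with compounds 15 min at room temperature; reaction started with fluorescent substrate (50 nM final) and read kinetically at 0 and 10 min.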
POLI inh: blocks human DNA polymerase iota activity | Q9UNA4 | Pol iota fluorescent replication assay, 10 min | Potency, µM (doses to about 115 µM), without a hit: top-dose activity, negative = inhibition, hits mostly inhibitors | 390,000 compounds, 1% hits
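Pol iota at 10 nM preincubated 15 min with compounds at room temperature; reaction started with fluorescent substrate, 50 nM final. Fluorescence read kinetically at 0 and 10 min; buffer-only wells as negative control.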
BAZ2B block: blocks human BAZ2B; Q9UIF8; AlphaScreen BAZ2B-H3K14Ac peptide displacement; Potency, µM (highest dose often 114 µM), for the others: at the top dose activity change, negative = inhibition, usual class: inhibitors; 360,000 compounds, 4.4% hits; further: on the % scale 0 is the no-effect control and ±100 the full control effect; nearly all actives have a fitted effect of over 60% in size
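AlphaScreen displacement: compounds (up to 110uM) incubated 30 min at room temperature with a preformed 50 nM BAZ2B/50 nM biotinylated H3K14Ac peptide complex in PBS pH 7.4 with Tween-20. Donor and acceptor beads at 10 ug/mL final added, 20 min light-protected before reading.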
APEX1 inh: blocks human APE1 abasic DNA cleavage; P27695; recombinant APE1, TAMRA/BHQ-2 abasic DNA cleavage fluorescence; Potency, µM (doses to about 65.8 µM), inactives show top-dose activity change, negative = inhibition, hits mostly inhibitors; 350,000 compounds, 0.35% hits; AID 2517;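 further: plate controls were vehicle for no effect and reference inhibitor for full effect; nearly all actives have a fitted effect of over 55% in size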
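Quantitative HTS: incision of a TAMRA/BHQ-2 double-stranded substrate bearing a tetrahydrofuran abasic site by 0.75 nM APE1 raises fluorescence. Substrate 50 nM final, added after 15 min compound preincubation at room temperature; progress as third-minus-first kinetic read difference.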
JMJD2A Tudor: inhibitors of human JMJD2A Tudor domain; 390,000 compounds, 4.4% hits; AlphaScreen JMJD2A-Tudor / H3K4me3 peptide binding; Potency, µM (titrated, usually from 114 µM), without a hit: top-dose activity change, negative = inhibition, hits mostly inhibitors; O75164; AID 504339; further: on the % scale 0 is the no-effect control and ±100 the full control effect; nearly all actives have a fitted effect of over 50% in size
Target sequence (O75164 whole entry, looked up, the tested form may be a part): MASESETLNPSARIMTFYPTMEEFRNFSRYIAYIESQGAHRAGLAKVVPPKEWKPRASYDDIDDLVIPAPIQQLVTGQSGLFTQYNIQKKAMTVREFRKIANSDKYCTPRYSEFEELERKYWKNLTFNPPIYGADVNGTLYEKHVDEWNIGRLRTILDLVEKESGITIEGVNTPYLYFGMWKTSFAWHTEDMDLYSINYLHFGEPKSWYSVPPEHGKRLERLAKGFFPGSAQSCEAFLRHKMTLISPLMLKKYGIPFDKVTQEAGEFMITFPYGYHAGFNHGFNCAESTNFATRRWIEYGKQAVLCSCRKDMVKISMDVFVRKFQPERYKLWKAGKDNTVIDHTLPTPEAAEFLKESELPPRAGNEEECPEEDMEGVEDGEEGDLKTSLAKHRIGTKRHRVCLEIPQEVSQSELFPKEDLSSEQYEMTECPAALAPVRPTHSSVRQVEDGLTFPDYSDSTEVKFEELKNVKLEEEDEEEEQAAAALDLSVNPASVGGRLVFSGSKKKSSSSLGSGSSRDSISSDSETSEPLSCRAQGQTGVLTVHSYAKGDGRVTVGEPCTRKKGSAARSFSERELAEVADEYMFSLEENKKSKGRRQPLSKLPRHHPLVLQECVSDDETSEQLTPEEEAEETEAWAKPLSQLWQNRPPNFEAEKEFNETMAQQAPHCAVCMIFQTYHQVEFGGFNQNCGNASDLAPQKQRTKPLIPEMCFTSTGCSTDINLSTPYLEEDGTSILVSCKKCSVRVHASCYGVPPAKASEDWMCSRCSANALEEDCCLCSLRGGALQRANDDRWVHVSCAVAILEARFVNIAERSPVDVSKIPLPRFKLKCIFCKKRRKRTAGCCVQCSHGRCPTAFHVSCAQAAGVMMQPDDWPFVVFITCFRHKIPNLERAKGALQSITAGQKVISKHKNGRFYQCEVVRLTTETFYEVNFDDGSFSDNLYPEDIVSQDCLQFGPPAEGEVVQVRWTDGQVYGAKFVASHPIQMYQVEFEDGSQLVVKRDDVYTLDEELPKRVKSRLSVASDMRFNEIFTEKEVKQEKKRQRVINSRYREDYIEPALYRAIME
Pol beta inh: inhibitors of human DNA polymerase beta; 340,000 compounds, 1.3% hits; AID 485314; Pol beta primer extension/strand displacement, fluorescence kinetic; Potency, µM (titrated, usually from 114 µM), for the others: top-dose activity change, negative = inhibition, most hits filed as inhibitors; P06746; further: on the % scale 0 is the no-effect control and ±100 the full control effect
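Pol beta (10 nM) was preincubated with compound for 15 min at room temperature. The reaction was then started with 50 nM substrate and read immediately and after a further 10 min at room temperature.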
* marks the source's active call; other numbers are inactive results; u = inconclusive; x = not tested or not shown; [ ] = remark or other dose. The call rests on the fitted dose curve; in most records, active means well fitted curve in the direction sought with a large enough effect; inconclusive means small, poorly fitted or top-dose-only effect, or another doubt; inactive means no such curve, though single readings can be large; an effect the other way counts as inactive or inconclusive. Potency means the concentration at half of the fitted maximal effect. A portion of the library, so the mix of outcomes need not match the whole.

cpd | SMILES | BLM helicase inh | G9a block | Pol kappa inh | POLH inh | POLI inh | BAZ2B block | APEX1 inh | JMJD2A Tudor | Pol beta inh
1 | Cc1[nH]c(=S)n(CC2CCCO2)c1C (stereo not given) | -6% | u | -9% | -2% | 18% | 0% | 0% | 28µM* | 8%
2 | CC(Sc1ccccc1F)C(=O)Nc1ccc2c(c1)OCCO2 (stereo not given) | x | x | 2% | -22% | 19% | x | 23% | 5% | x
3 | Cc1cc(C)n(CCCNC(=O)C2CCC(=O)N(CCc3ccc(Cl)cc3)C2)n1 (stereo not given) | 1% | 26%[0.0925 µM] | -4% | 5% | -6% | 1% | -8% | -5% | 48%
4 | COC(=O)c1c(C)oc(C)c1S(=O)(=O)NCc1ccc(Cl)cc1Cl | -4% | x | -14% | -7% | 112%[activator] | 0% | 1% | 5% | 20%
5 | COc1ccc(CCNC(=O)c2ccc(OCc3c(C)noc3C)cc2)cc1OC | x | 24%[12.7 µM] | 7% | -9% | -7% | -2% | -2% | -1% | x
6 | CCOC(=O)CN1C(=O)CCSc2ccc(Cl)cc21 | -8% | 28%[12.7 µM] | 0% | -13% | 62%[activator] | -21% | -10% | 8% | -10%
7 | CC(C)c1ccc(OCC(=O)NNC(=O)c2cnccn2)cc1 | -5% | x | -1% | 2% | 0% | -2% | 14% | -9% | 1%
8 | Cc1ccc(-n2[nH]c(C)c(C=Nc3ccc(Br)cn3)c2=O)cc1 | -4% | u | -11% | -16% | 28% | -19% | -3% | -15% | -14%
9 | CCC(C)NC(=O)C1CCC(=O)N(c2ccc3c(c2)OCO3)C1c1ccc(OC)cc1 (stereo not given) | -5% | -38%[59 µM] | 4% | -20% | 5% | -3% | -4% | 1% | -24%
10 | COc1ccccc1OCCNC(=O)c1ccc2c(c1)OCCO2 | x | -18% | -9% | -2% | 6% | 2% | 3% | -9% | x
11 | CCOc1ccc(OCC(=O)NCCc2nc3ccccc3[nH]2)cc1 | -2% | 11%[59 µM] | -10% | -6% | 7% | 12% | -5% | -3% | 21%
12 | CN1CCN(c2ccc(NC(=O)c3cccc(S(=O)(=O)N4CCCC4)c3)cc2)CC1 | x | 11%[2.33 µM] | -1% | -1% | -5% | -1% | 26% | -26% | x
13 | N#Cc1ccc(OCC(O)CS(=O)(=O)c2ccc(F)cc2)cc1 (stereo not given) | -4% | -7%[59 µM] | -12% | -8% | 109%[activator] | 5% | 3% | 5%[57.1 µM] | 0%
14 | NC(=O)c1c(NC(=O)CN2CCOCC2)sc2c1CCC2 | -2% | 25µM* | 0% | -5% | 6% | x | -1% | -15% | 4%
15 | CC1CCCCN1S(=O)(=O)Cc1ccccc1Cl (stereo not given) | -5% | 3%[2.33 µM] | -10% | -22% | 10% | -25% | 9% | 1% | 3%
16 | CCCCCCC(=O)Nc1nnc(CC)s1 | 1% | 7%[59 µM] | 4% | -5% | 21% | 6% | -6% | -12%[57.1 µM] | 2%
17 | C=C(C)C1CC=C(C)/C(=N/NC(=O)CNc2ccc(C)cc2C)C1 (stereo not given) | -4% | 4%[59 µM] | -12% | -20% | 17% | 1% | 4% | -16% | 21%
18 | CCOc1ccc(NC(=O)C23CC4CC(C2)CC(c2ccccc2)(C4)C3)cc1 | -11% | 40%[activator][59 µM] | -2% | -22% | 10% | -4% | -3% | 13% | 6%
19 | O=C(COc1cccnc1[N+](=O)[O-])Nc1ccc2c(c1)OCO2 | -7% | u | -13% | -5% | 14% | -11% | -1% | -13% | -3%
20 | COc1cccc(C(=O)Nn2cnnc2)c1 | -5% | 0% | -2% | -4% | 63%[activator] | -6% | 2% | -11% | -4%
21 | CN(CCNC(=O)c1cn(C)c2ccc(S(=O)(=O)N(C)C)cc2c1=O)CCc1ccccc1 | 23% | -42% | 3% | -1% | -7% | 2% | -5% | -3% | 22%
22 | Cc1cc(C)nc(SCC(=O)c2ccc(C)c(C)c2)n1 | -1% | 37% | -8% | -22% | 80%[activator] | -4% | 26% | 14% | 10%
23 | O=C(Nc1cc(Sc2ccccn2)cc([N+](=O)[O-])c1)c1ccc([N+](=O)[O-])cc1 | -13% | -13%[12.7 µM] | -2% | u | 0% | u | -8% | 3.2µM* | 3%
24 | CCC(NS(=O)(=O)c1ccc(C)cc1)C(=O)O (stereo not given) | -3% | -29% | -16% | -2% | u | -11% | 3% | -10% | 13%
25 | CC(C)(O)C#Cc1ccc(C(=O)N2CCC(C(N)=O)(N3CCCCC3)CC2)o1 | -1% | x | -11% | -5% | 8% | -7% | 8% | 7% | -2%

An excerpt of these results, field by field:
#9 CCC(C)NC(=O)C1CCC(=O)N(c2ccc3c(c2)OCO3)C1c1ccc(OC)cc1 (stereo not given)
  BLM helicase inh: -5%; G9a block: -38%[59 µM]; Pol kappa inh: 4%; POLH inh: -20%; POLI inh: 5%; BAZ2B block: -3%; APEX1 inh: -4%; JMJD2A Tudor: 1%; Pol beta inh: -24%

#10 COc1ccccc1OCCNC(=O)c1ccc2c(c1)OCCO2
  BLM helicase inh: x; G9a block: -18%; Pol kappa inh: -9%; POLH inh: -2%; POLI inh: 6%; BAZ2B block: 2%; APEX1 inh: 3%; JMJD2A Tudor: -9%; Pol beta inh: x

#11 CCOc1ccc(OCC(=O)NCCc2nc3ccccc3[nH]2)cc1
  BLM helicase inh: -2%; G9a block: 11%[59 µM]; Pol kappa inh: -10%; POLH inh: -6%; POLI inh: 7%; BAZ2B block: 12%; APEX1 inh: -5%; JMJD2A Tudor: -3%; Pol beta inh: 21%

2 entries drawn at random from the list so far, as already listed:
cpd | SMILES | BLM helicase inh | G9a block | Pol kappa inh | POLH inh | POLI inh | BAZ2B block | APEX1 inh | JMJD2A Tudor | Pol beta inh
6 | CCOC(=O)CN1C(=O)CCSc2ccc(Cl)cc21 | -8% | 28%[12.7 µM] | 0% | -13% | 62%[activator] | -21% | -10% | 8% | -10%
3 | Cc1cc(C)n(CCCNC(=O)C2CCC(=O)N(CCc3ccc(Cl)cc3)C2)n1 (stereo not given) | 1% | 26%[0.0925 µM] | -4% | 5% | -6% | 1% | -8% | -5% | 48%

Next results
cpd | SMILES | BLM helicase inh | G9a block | Pol kappa inh | POLH inh | POLI inh | BAZ2B block | APEX1 inh | JMJD2A Tudor | Pol beta inh
26 | Cc1sc(N)nc1-c1ccccc1 | -1% | -50% | 2% | -21% | 184%[activator] | -13% | -4% | -31% | -2%
27 | COc1ccc(S(=O)(=O)N2CCC[C@H]2C(=O)NC2=NCCS2)cc1 | -5% | 16% | -2% | -10% | -16% | -39% | -3% | u | 20%
28 | CC(=O)Nc1ccc(Nc2nc(C)c([N+](=O)[O-])c(Nc3ccccc3)n2)cc1 | -13% | u | -2% | -16% | 7% | -35% | -4% | -15% | -26%
29 | O=C(Cc1ccccc1)Nc1ccccc1C(=O)N1CCCCC1 | 6% | 7% | -11% | 4% | -3% | 4% | 12% | 5% | -17%
30 | O=C(N/C(=C\c1cn(-c2ccccc2)nc1-c1ccccc1)C(=O)N1CCOCC1)c1ccccc1 | 7% | 7%[59 µM] | x | x | x | -2% | 15% | x | 3%
31 | COc1ccccc1C(=O)n1nc(C)cc1C | 0% | 3% | -1% | -17% | 22% | 3% | 0% | 4% | -1%
32 | CCOc1cc(N2CCOCC2)c(OCC)cc1NC(=O)CN1C(=O)NC2(CCCCC2)C1=O | x | u | -19% | -8% | 15% | -4% | 41% | -22% | x
33 | Cc1nc(-c2ccc(S(=O)(=O)Nc3cc(F)ccc3F)cc2)co1 | 1% | 46% | 1% | -17% | 9% | -19% | 74%[activator] | u | 13%
34 | O=C(/C=C/c1ccc2c(c1)OCO2)c1ccc(F)cc1 | -11% | 2% | 5% | -18% | 9% | 8% | 3% | -9% | -12%
35 | O=C(CNC(=O)c1cccc(F)c1)OCCOc1cccc(Cl)c1 | x | u | -8% | -17% | 14% | 4% | -14% | 6% | x
36 | Oc1oc(-c2cccc3ccccc23)nc1/C=N/c1nccs1 | -9% | u | -25% | u | u | -21% | -4% | u | 7%
37 | COc1cc(C2CC(=O)Nc3cc4c(cc32)OCO4)cc(OC)c1O (stereo not given) | -1% | u | 2% | -12% | 0% | -28% | x | -20% | -3%
38 | C=CCNC(=O)c1ccc(Cn2cc(C(F)(F)F)ccc2=O)cc1 | 0% | -38% | -10% | -9% | 8% | -33% | u | 2% | 36%
39 | CC(C)[C@H](NC(=O)C1CCN(C(=O)[C@H](Cc2ccccc2)NC(=O)OC(C)(C)C)CC1)C(=O)O | -3% | -1% | -3% | 3% | 39%[activator] | 6% | 15% | -11% | 16%
40 | CC(C)C[C@H](NC(=O)OCC1c2ccccc2-c2ccccc21)C(=O)O | x | x | -15% | -10% | -5% | x | x | -15% | x
41 | COc1cccc(CNC(=O)c2c3c(nc4ccccc24)C(=O)N(C2CCCCC2)C3)c1 | 0% | 0%[59 µM] | 0% | -18% | 46%[activator] | -18% | x | -20% | u
42 | Clc1ccc(-c2noc3ncnc(NCCCN4CCN(c5ccccc5)CC4)c23)cc1 | 1% | -46%[59 µM] | 0% | -18% | 13% | -23%[57.1 µM] | x | u | 14%
43 | CCOC(=O)C1CCN(C(=O)Cn2nc(C)n3nc(-c4ccc(CC)cc4)cc3c2=O)CC1 | -5% | 10% | 0% | 13% | -20% | -18% | -19% | -13% | 21%
44 | Cc1ccc(F)cc1NC(=O)c1sc2ncn(CC(=O)N3CCN(c4ccccn4)CC3)c(=O)c2c1C | 1% | 1% | -11% | 4% | -9% | 0% | 23% | -4% | -28%
45 | COc1ccccc1CNC(=O)c1cc2c(C)nn(Cc3ccc(F)cc3)c2s1 | -9% | x | -12% | -19% | 2% | 3% | -3% | -8% | 19%
46 | O=C(CP(=O)(c1ccccc1)c1ccccc1)N1CCOCC1 | -7% | 72%[activator] | -3% | -5% | 1% | 10% | 5% | -13% | -17%
47 | Cc1cc2cc(CCNC(=O)C(=O)c3c[nH]c4ccccc34)c(=O)[nH]c2cc1C | -8% | -33% | -10% | -17% | 19% | x | -4% | -23% | -1%
48 | O=C(COc1ccc(Cl)cc1)NCc1ccncc1 | 0% | 10% | -7% | 2% | 154%[activator] | 0% | 4% | 0% | 0%
49 | NC(=O)c1ccc(=O)n(Cc2ccc(F)c(F)c2)c1 | 1% | -17%[12.7 µM] | -6%[60.1 µM] | -1% | -14% | -2% | -14% | -14% | 44%
50 | Cc1cc(C)c2nc(N)sc2c1 | -1% | u | -7% | -4% | 10% | 7% | -2% | -10% | -10%
